High-throughput results as filed in PubChem BioAssay.
ABHD5-PLIN5 inh: blocks binding of human ABHD5 to perilipin-5 | inhibition, % at 4 µM | AID 602281 | 360,000 compounds, 0.78% hits | Split G. princeps luciferase complementation, luminescence, 4 h | Q00G26+Q8WTS1;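 active means inhibition above the mean inhibition across every tested compound plus 3 SD, cut at about 22% in these data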;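 further: 0% = DMSO only wells and the 100% control is not disclosed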
Target sequence (Q00G26 whole entry, looked up): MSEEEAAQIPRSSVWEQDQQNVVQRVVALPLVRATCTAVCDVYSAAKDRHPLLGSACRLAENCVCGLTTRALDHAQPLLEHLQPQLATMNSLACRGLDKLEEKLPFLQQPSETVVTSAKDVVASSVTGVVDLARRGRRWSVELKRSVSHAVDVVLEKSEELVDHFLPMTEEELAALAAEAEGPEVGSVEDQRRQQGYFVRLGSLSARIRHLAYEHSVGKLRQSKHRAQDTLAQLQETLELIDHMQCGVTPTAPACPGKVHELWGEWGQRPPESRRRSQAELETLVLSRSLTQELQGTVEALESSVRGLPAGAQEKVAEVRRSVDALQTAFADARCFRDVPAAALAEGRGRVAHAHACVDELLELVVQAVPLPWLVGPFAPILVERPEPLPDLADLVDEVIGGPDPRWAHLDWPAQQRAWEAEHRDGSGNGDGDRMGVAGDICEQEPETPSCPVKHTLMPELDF
Target sequence (Q8WTS1 whole entry, looked up): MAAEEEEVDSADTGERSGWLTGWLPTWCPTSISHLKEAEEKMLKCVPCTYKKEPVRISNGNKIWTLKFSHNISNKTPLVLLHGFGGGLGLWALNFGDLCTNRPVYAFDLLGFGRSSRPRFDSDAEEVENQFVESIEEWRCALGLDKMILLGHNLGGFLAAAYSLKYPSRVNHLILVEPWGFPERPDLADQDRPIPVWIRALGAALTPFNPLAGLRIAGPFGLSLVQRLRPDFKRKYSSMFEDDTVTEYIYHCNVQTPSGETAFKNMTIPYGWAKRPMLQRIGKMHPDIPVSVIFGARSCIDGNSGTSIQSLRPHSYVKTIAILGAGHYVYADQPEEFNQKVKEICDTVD
ABCB6 inh MLPCN: human ABCB6 transporter inhibition; K562-ABCB6 porphyrin accumulation, flow cytometry, 1 h; hits give low values; fluorescence ratio to DMSO, % at 10 µM; 360,000 compounds, 0.19% hits;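 active means fluorescence ratio to DMSO below 75%, the collection mean minus 3 SD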;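 further: signal is porphyrin accumulated inside mitochondria; 100% equals median channel fluorescence of DMSO control wells; lower ratio means ABCB6 inhibition with less porphyrin fluorescence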
MC4R ag barr: agonists of human melanocortin 4 receptor (MC4R) beta-arrestin. activation, % at 8.9 µM. U2OS MC4R beta-arrestin complementation, luminescence; percent of melanotan II response, DMSO zero. P32245. 360,000 compounds, 0.98% hits;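 active means activation above a per-plate cutoff, the mean activation of sample wells on that plate plus 3 SD, cut at about 8% in these data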
N-glyco inh: blocks N-linked glycosylation in D54 reporter cells; D54 ERlucT glycosylation luciferase reporter, 24 h; percent of 100 nM tunicamycin response; reporter increase, % at 12.5 µM; 360,000 compounds, 0.23% hits;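 active means mean luciferase reporter signal, scaled so untreated is 0 and the glycosylation-blocking control 100, at or above a set limit in every replicate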;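 further: luciferase carries N-glycosylation sites so blocking glycosylation raises the light; 0% = median of neutral control wells and 100% = median of 100 nM tunicamycin wells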
MC4R antagonist: human MC4R antagonism in cAMP assay; P32245; AID 540295; inhibition, % at 6.5 µM; MC4R-expressing cells, MTII-stimulated cAMP, LANCE TR-FRET; 360,000 compounds, 0.48% hits;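 active means inhibition above its plate's cutoff, the mean of tested wells on that plate plus 3 SD, cut at about 29% in these data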;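 further: 0% = Melanotan II alone and 100% = Melanotan II plus saturating MCL0020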
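System: U2OS-MC4R stable cell line; Technique: Eu-cAMP/anti-cAMP TR-FRET, emission 671 nm; Repeats: single well per compound; Also added: Melanotan II; Dosing: one concentration, 6.5 µM nominal; Schedule: 30-min compound, 1-h challenge, 1-h detection, room temperature.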
aDG glyco act: increases alpha dystroglycan glycosylation; Pro5-aDG cells, alpha-DG glycosylation AlphaScreen (IIH6); 0% Pro5, 100% B10-LARGE cell signal; activation, % at 10 µM; 360,000 compounds, 0.22% hits; AID 624168;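 active means activation of at least 8% versus controls, or a plate z-score of at least 8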;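 further: Pro5 are CHO cells carrying HIG-tagged alpha-DG that lacks glycosylation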
iPSC survival up: increases survival of single human iPS cells; hiPSC single-cell survival, ATPlite luminescence; 100% = ROCK inhibitor wells, 0% = DMSO; survival enhancement, % at 20 µM; 360,000 compounds, 0.044% hits; in the data active means survival enhancement above about 18%;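 further: cells exposed to compounds for 16 hours before the ATP read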
Exocytosis inh: lytic granule exocytosis inhibition; TALL-104 LAMP-1 surface exposure, flow cytometry; cells stimulated with thapsigargin and PMA; inhibition, % at 10 µM; AID 651702; 360,000 compounds, 0.66% hits;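 active means inhibition above about 55%, limit read from the data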
H9c2 protect: myocardial damage modulation in H9c2 cells; 360,000 compounds, 0.63% hits; H9c2 cardiomyocytes, H2O2 injury protection, ATPLite, 2 h; protection from H2O2 cell death, % at 20 µM;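 active means compounds giving at least 50% protection of heart cells from peroxide-induced death in the single-dose screen, raw or plate-pattern-corrected value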;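 further: 0% = DMSO wells with peroxide and 100% = DMSO wells without peroxide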
HTR2A ag: activates the mouse 5-HT2A serotonin receptor | AID 624169 | P35363 | activation, % at 7.6 µM | 360,000 compounds, 0.66% hits | CHO-K1 mHTR2A beta-arrestin complementation, luminescence; percent of 30 µM serotonin response;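 active means activation above a run cutoff, the mean activation of all tested compounds plus 3 SD, cut at about 14% in these data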;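 further: 0% = plate median of compound wells and 100% = 30 µM serotonin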
The depositor's hits bear a star; · = not tested or not shown.

mol,ABHD5-PLIN5 inh,ABCB6 inh MLPCN,MC4R ag barr,N-glyco inh,MC4R antagonist,aDG glyco act,iPSC survival up,Exocytosis inh,H9c2 protect,HTR2A ag
COc1ccc(CCN(C)Cc2c(O)ccc3cc(Br)ccc23)cc1OC,-5,97,-0.6,3,3,0.4,0.2,19,-8,-4
CCCCN(C(=O)c1ccc(S(=O)(=O)N(C)C)cc1)c1ccccc1,-5,92,-0.4,-2,-3,0.0,-0.5,-5,-8,0
CCOC(=O)c1c(S(=O)(=O)NCCc2cccs2)c(C)n(C)c1C,-6,97,-2.6,-1,-2,0.0,-0.2,-4,0,-8
O=C(Nc1ccc(S(=O)(=O)N2CCCC2)cc1)c1cc(=O)c2ccccc2o1,3,97,2.1,-3,8,-0.1,-0.4,0,10,1
COc1ccc(C=O)cc1CN1CCCN(Cc2ccc(Cl)cc2)S1(=O)=O,-4,98,-1.7,0,10,0.2,0.4,51,1,-3
O=C(CCN1CCC(c2ccc(Cl)s2)=N1)c1ccc(Cl)s1,-2,113,-0.3,-1,9,-0.2,-0.6,4,-4,5
COc1ccc(C(C)=O)cc1CSc1ccccn1,3,97,-1.1,1,0,0.0,0.2,-9,9,3
CN1CCc2c(sc3nc(SCC(=O)NCc4ccco4)n(-c4ccccc4)c(=O)c23)C1,3,108,-2.4,-5,-5,0.7,-0.5,-6,4,4

The listing continues:
mol,ABHD5-PLIN5 inh,ABCB6 inh MLPCN,MC4R ag barr,N-glyco inh,MC4R antagonist,aDG glyco act,iPSC survival up,Exocytosis inh,H9c2 protect,HTR2A ag
O=[N+]([O-])c1ccccc1CNc1ccc(F)c(Cl)c1,-3,99,2.2,-2,14,-0.2,-2.5,1,3,-4
O=C(NCc1cccnc1)c1ccc(Cn2cc(C(F)(F)F)ccc2=O)cc1,6,94,1.8,-1,-5,0.7,-2.0,0,1,1
Nc1nnnn1/N=C/c1ccc(O)cc1,1,102,-0.2,3,0,-0.3,-0.9,0,-1,-1
CC(C)NC(=O)c1ccc2nc([C@@H]3O[C@H](CO)[C@H](O)[C@H](O)[C@H]3O)[nH]c2c1,2,102,-1.4,0,1,-0.3,-0.6,-7,0,-2
COCCCNC(=O)c1cc(-c2cccnc2)nc2ccc(S(=O)(=O)N3CCCCCC3)cc12,-5,98,-0.3,5,4,-0.1,0.0,-4,7,5
CC1(C)CC(NC(=O)c2c(N)no[n+]2[O-])CC(C)(C)N1,-3,95,-1.8,-1,2,0.1,-0.4,-1,5,0
COc1ccc(NC(=O)CSc2nc3ccccc3nc2N2CCCC2)cc1,-3,101,-0.2,-5,-1,-0.1,-1.6,-1,-9,-3
CCOC(=O)C1CCN(S(=O)(=O)CCNC(=O)c2ccc3c(c2)OCO3)CC1,3,101,-1.6,1,3,0.1,-0.3,-6,-2,-5

Results in iPSC survival up (2 entries from above):
smiles,iPSC survival up
O=[N+]([O-])c1ccccc1CNc1ccc(F)c(Cl)c1,-2.5
O=C(NCc1cccnc1)c1ccc(Cn2cc(C(F)(F)F)ccc2=O)cc1,-2.0

Following part:
mol,ABHD5-PLIN5 inh,ABCB6 inh MLPCN,MC4R ag barr,N-glyco inh,MC4R antagonist,aDG glyco act,iPSC survival up,Exocytosis inh,H9c2 protect,HTR2A ag
Cc1cccc(C)c1NC(=O)C1c2ccccc2OCC(=O)N1CCc1ccccc1 (stereo not drawn),6,102,·,·,·,0.2,0.0,-8,·,2
OCCC1CN(Cc2cccn2-c2nccs2)CCN1Cc1ccccc1 (stereo not drawn),18,101,2.5,-1,2,0.0,-0.1,9,17,1
Cc1ccc(-c2cc(Cc3ccccn3)c(=O)[nH]n2)cc1,3,98,-2.3,1,5,-0.1,-0.3,-3,-2,-6
COc1ccc(S(=O)(=O)N2CCCC(C(=O)N3CCN(C)CC3)C2)cc1C (stereo not drawn),-3,100,2.3,3,3,0.5,-0.1,6,-3,-8
CC(=O)OCC1=C(C(=O)OC(C)(C)C)N2C(=O)[C@@H](NC(=O)Cc3ccccc3)[C@H]2SC1,8,93,-1.0,1,1,-0.1,-0.6,4,14,0
O=C(NCc1ccc(Cl)cc1)c1n[nH]c([N+](=O)[O-])c1Cl,-2,95,-0.9,-1,10,-0.4,2.9,4,-1,4
COc1ccc(/C=C(/NC(=O)c2cccs2)C(=O)NC(C)(C)C)cc1OC,7,97,-0.3,2,-1,0.1,1.1,-1,11,-3
CCc1ccc(CNC(=O)CCc2cn(C)c3ccccc23)cc1,2,99,0.4,1,21,0.1,0.7,23,-1,-1

Other results.
mol,ABHD5-PLIN5 inh,ABCB6 inh MLPCN,MC4R ag barr,N-glyco inh,MC4R antagonist,aDG glyco act,iPSC survival up,Exocytosis inh,H9c2 protect,HTR2A ag
CCC(=O)Nc1nc2ccc3nc(C)sc3c2s1,9,100,-0.8,1,13,-0.1,0.3,-3,-2,-1
CNC(=O)COC(=O)c1ccc(-c2nc3ccccc3s2)s1,5,101,-1.5,-1,1,-0.2,-4.4,-2,-21,2
Cc1cc(=O)[nH]c(SCC(=O)/C=C2\N(C)c3ccccc3C2(C)C)n1,0,687,-0.6,1,12,1.1,-1.2,2,-10,0
CCN(c1ccccc1)S(=O)(=O)c1ccc(OC)c(NC(=O)c2ccc(=O)[nH]c2)c1,1,95,0.1,1,-2,0.0,1.3,-7,6,3
CCOCCCNCc1cc(Br)ccc1OCC,-2,103,-1.6,-4,-3,0.0,0.0,-3,11,-6
CN(C)c1ccc(CNC(=O)C2(C)Cc3c(-c4ccccc4)ccnc3O2)cc1 (stereo not drawn),0,98,-1.3,8,0,-0.1,-1.0,-3,-6,-2
Cc1cccc(NC(=O)C(NS(=O)(=O)c2ccc3c(c2)CCC(=O)N3)c2ccccc2)n1 (stereo not drawn),-4,96,0.7,-2,8,0.3,-2.6,-3,1,2
Cc1cccc(NC(=O)CNC(=O)CN2CCN(C)CC2)c1C,3,90,-0.8,2,6,-0.2,1.2,8,7,4

(listing goes on)
mol,ABHD5-PLIN5 inh,ABCB6 inh MLPCN,MC4R ag barr,N-glyco inh,MC4R antagonist,aDG glyco act,iPSC survival up,Exocytosis inh,H9c2 protect,HTR2A ag
O=C(Nc1ccc(S(=O)(=O)Nc2ccc(F)cc2)cc1)c1ccc(CN2CCOCC2)cc1,10,92,-1.8,-4,17,2.4,-0.3,3,-14,-1
COc1ccc(C(=O)Nc2c(C)ccc3nsnc23)cc1[N+](=O)[O-],-4,101,-1.1,4,5,-0.1,0.7,-2,0,0
COc1cccc(C2c3[nH]c4ccccc4c3C[C@H]3C(=O)N(CCCOC(C)C)CC(=O)N23)c1 (stereo partly drawn),1,97,-1.5,1,11,0.1,-0.4,9,17,-4
Cc1cc(NC(=O)CCC(=O)N(CC(=O)NC2CCCC2)c2ccc3c(c2)OCCO3)no1,4,94,0.7,1,5,0.3,-0.3,0,15,13
O=C(/C=C/c1ccccc1[N+](=O)[O-])c1ccc(F)cc1,34*,89,0.4,20,16,0.2,-0.1,0,-8,6
CC1CCN(c2c(NCC3CCC(C(=O)NCCc4ccccc4)CC3)c(=O)c2=O)CC1 (stereo not drawn),1,101,-0.6,0,3,-0.3,0.0,0,-3,2
CN(C)C(=O)COC(=O)[C@H](Cc1ccccc1)NC(=O)c1ccco1,0,101,-0.8,1,29*,-0.4,1.1,0,2,1
Cc1nc2nc(CCc3ccccc3)nn2c(C)c1Cl,2,100,-0.5,2,18,0.3,-2.4,-1,6,1

(further entries)
mol,ABHD5-PLIN5 inh,ABCB6 inh MLPCN,MC4R ag barr,N-glyco inh,MC4R antagonist,aDG glyco act,iPSC survival up,Exocytosis inh,H9c2 protect,HTR2A ag
COC(=O)N/N=C/c1ccccc1OCCOc1ccc(OC)cc1,2,101,-0.9,4,-2,0.3,-0.7,0,2,-4
Cc1ccc(NC(=O)C2CC3CCC2C3)c(Br)c1 (stereo not drawn),-4,99,1.6,0,1,0.0,0.0,-9,-2,0
CN(Cc1ccccc1)C(=O)c1ccc2nc([C@H]3C[C@H](O)[C@@H](CO)O3)[nH]c2c1,3,98,-2.8,4,5,-0.2,-2.0,3,-1,-3
CN1C(=O)C(O)(CC(=O)/C=C/c2ccco2)c2ccccc21 (stereo not drawn),11,92,-0.7,0,-10,-0.3,1.1,1,-9,2
Cc1nn(Cc2ccccc2Cl)c(C)c1C(=O)Nc1nnc(C2CC2)s1,0,88,-1.0,-13,3,1.7,-2.0,2,8,-4
CC(C)(C)OC(=O)NCCc1nc(NC(=O)OCc2ccccc2)sc1C(=O)O,-8,·,·,·,·,-0.2,·,4,·,0
CCCc1cc(-c2[nH]ncc2-c2ccc(C(=O)OCC)o2)c(O)cc1O,-11,97,23*,-1,17,-0.1,4.5,6,-19,2
CC(=O)c1cc(-c2ccc(F)cc2)n(CCC(=O)Nc2cccc(C)n2)c1C,-2,101,-2.9,0,5,0.1,4.1,-4,5,-3

Reprinted from the part before: 2 compounds, followed by the next part.
mol,ABHD5-PLIN5 inh,ABCB6 inh MLPCN,MC4R ag barr,N-glyco inh,MC4R antagonist,aDG glyco act,iPSC survival up,Exocytosis inh,H9c2 protect,HTR2A ag
CCCc1cc(-c2[nH]ncc2-c2ccc(C(=O)OCC)o2)c(O)cc1O,-11,97,23*,-1,17,-0.1,4.5,6,-19,2
CC(=O)c1cc(-c2ccc(F)cc2)n(CCC(=O)Nc2cccc(C)n2)c1C,-2,101,-2.9,0,5,0.1,4.1,-4,5,-3
COc1ccc(CCNC(=O)c2nnc(Cc3c(F)cccc3Cl)o2)cc1OC,0,92,-1.8,-1,10,-0.2,-1.0,1,4,12
CCN(CC)C(=O)C1(P(=O)(c2ccccc2)c2ccccc2)CCC1,-7,94,-2.1,0,7,0.0,-0.1,8,10,1
CCCCN1CC(=O)N2[C@H]3c4cc(Cl)ccc4OC[C@@H]3[C@H](c3ccccc3)[C@]2(C)C1=O,-8,98,5.5,-2,10,0.7,0.7,-1,-1,5
Cn1c(N2CCN(C(=O)NCc3ccccc3)CC2)nc2ccccc21,-1,95,-1.5,1,-1,-0.1,-1.2,-2,13,5
